# Compound activity (PubChem BioAssay)
# GRK2 inh: inhibitors of human GRK2 displacing RNA aptamer; P25098; bead flow cytometry, FAM-aptamer displacement from GRK2; inhibition of aptamer binding, % at 10 µM; 330,000 tested, 0.59% active; AID 488847;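 active means inhibition of aptamer binding above 40%, roughly 3 SD of noise, on plates passing a quality check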;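 further: median bead fluorescence of bound FAM aptamer so fluorescent compounds give negative values; no value below 0 was filed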
# VLA-4 inh: inhibition in a human VLA-4 binding assay; VLA-4 expressing cells, ligand binding flow cytometry; inhibition, % (about 7 µM as worked out from the volumes in the protocol); 330,000 tested, 0.2% active; in the data active means inhibition above about 50%
# Bcl-xL primary: blocks human Bcl-xL binding to Bim BH3 peptide | GST-Bcl-xL / FITC-Bim BH3 peptide fluorescence polarization | inhibition, % at 10.9 µM | 320,000 tested, 0.7% active | AID 2129;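 active means inhibition above the mean of all tested compounds plus 3 SD, cutoff set per campaign, cut at about 30% in these data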;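 further: 0% = DMSO wells and 100% = unlabeled Bim-BH3 peptide competitor; inhibitors lower millipolarization by displacing the labeled peptide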
# Fam108B counter: blocks mouse Fam108B hydrolase in RBBP9 counter-screen. recombinant Fam108B, FP-Rh probe fluorescence polarization. inhibition, % at 9.51 µM. 300,000 tested, 0.33% active. AID 1947;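 active means inhibition above the screen mean inhibition plus 3 SD, computed separately per campaign, cut at about 18% in these data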;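 further: inhibitors lower polarization as less probe binds the enzyme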
# GLD-1 RNA inh: GLD-1-TGE RNA interaction inhibition (C. elegans); Q17339; purified GLD-1 + fluorescein TGE RNA, fluorescence polarization; inhibition, % at 5.96 µM; 320,000 tested, 0.44% active;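 active means percent inhibition above a per-plate cutoff, the plate mean of test compounds plus 3 SD, cut at about 30% in these data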;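 further: 0% = DMSO wells with GLD-1 and probe and 100% = wells lacking GLD-1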
# Target sequence (Q17339 whole entry, looked up): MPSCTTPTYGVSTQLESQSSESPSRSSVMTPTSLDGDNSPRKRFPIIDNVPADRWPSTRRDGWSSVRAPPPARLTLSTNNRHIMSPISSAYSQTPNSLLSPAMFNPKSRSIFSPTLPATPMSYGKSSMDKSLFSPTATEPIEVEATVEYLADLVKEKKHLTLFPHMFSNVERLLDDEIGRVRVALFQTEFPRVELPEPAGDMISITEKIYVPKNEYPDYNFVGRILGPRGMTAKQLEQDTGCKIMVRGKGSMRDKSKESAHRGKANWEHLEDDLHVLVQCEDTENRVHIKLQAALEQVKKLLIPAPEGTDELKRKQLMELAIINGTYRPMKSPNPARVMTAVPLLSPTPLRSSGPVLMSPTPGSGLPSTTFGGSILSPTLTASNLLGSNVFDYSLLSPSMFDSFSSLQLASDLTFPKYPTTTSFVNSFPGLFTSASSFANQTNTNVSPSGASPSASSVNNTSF
# CIT2-GFP yeast: modulators of TOR pathway CIT2-GFP in S. cerevisiae | S. cerevisiae CIT2-GFP strain, flow cytometry, 3 h; 100 means same as DMSO wells | GFP response vs DMSO, % at 10 µM | 320,000 tested, 0.065% active | AID 2029;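 active means GFP response relative to DMSO above a set limit, near the screen mean plus 3 SD, cut at about 150% in these data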;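 further: ratio of well median GFP fluorescence to mean of DMSO wells on the plate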
# MCL1 BIM primary: inhibitors of human MCL1 binding to BIM-BH3 peptide | inhibition, % at 10.9 µM | 320,000 tested, 0.68% active | GST-MCL1 / FITC-Bim-BH3 fluorescence polarization | Q07820;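 active means inhibition above the mean inhibition of all tested compounds plus 3 SD, set per campaign, cut at about 40% in these data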;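 further: 0% = DMSO wells and 100% = unlabeled Bim-BH3 peptide control; higher means more loss of mP so more displacement of Bim peptide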
# AGP1-GFP MLPCN: yeast TOR pathway AGP1-GFP modulation; 320,000 tested, 0.02% active; S. cerevisiae AGP1-GFP multiplex flow cytometry, 3 h; GFP as percent of DMSO wells; GFP response vs DMSO, % at 10 µM;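 active means GFP response relative to DMSO above a set limit, near screen average plus 3 SD, cut at about 150% in these data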;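 further: median GFP channel fluorescence of the gated AGP1 strain per well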
# MEX-5 binding: C. elegans MEX-5 TCR-2 RNA binding activity; Q9XUB2; MEX-5/FITC-TCR2 RNA binding, fluorescence polarization; hits give low values; activity score (negative = inhibition of binding), % at 10 µM; 300,000 tested, 0.38% active;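 active means inhibition past about -25% in most replicates, and total fluorescence under double the plate's negative control median, limit read from the data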;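 further: 0% = DMSO and -100% = 5 µM competing unlabeled TCR2 RNA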
# Target sequence (Q9XUB2 whole entry, looked up): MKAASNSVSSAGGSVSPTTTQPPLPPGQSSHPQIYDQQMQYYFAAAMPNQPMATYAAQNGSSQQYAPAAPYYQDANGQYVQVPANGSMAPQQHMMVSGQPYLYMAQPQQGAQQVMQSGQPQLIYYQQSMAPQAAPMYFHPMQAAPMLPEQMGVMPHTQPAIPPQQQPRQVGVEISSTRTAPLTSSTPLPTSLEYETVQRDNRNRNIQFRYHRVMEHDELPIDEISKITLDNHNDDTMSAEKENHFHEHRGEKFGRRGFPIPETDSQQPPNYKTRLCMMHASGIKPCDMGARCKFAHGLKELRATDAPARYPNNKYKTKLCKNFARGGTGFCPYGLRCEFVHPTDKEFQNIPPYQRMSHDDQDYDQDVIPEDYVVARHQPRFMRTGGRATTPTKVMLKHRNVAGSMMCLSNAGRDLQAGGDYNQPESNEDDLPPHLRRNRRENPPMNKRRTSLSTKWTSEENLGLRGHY
# * marks the source's active call; other numbers are inactive results; · = no result given.
SMILES,GRK2 inh,VLA-4 inh,Bcl-xL primary,Fam108B counter,GLD-1 RNA inh,CIT2-GFP yeast,MCL1 BIM primary,AGP1-GFP MLPCN,MEX-5 binding
Cc1cc(C)n(C2CCCCC2OC(=O)c2ccccc2)n1 (stereo unspecified),2.0,31.6,3.0,-1.4,-1.4,97.0,12.1,103.8,-0.5
COc1ccc(-c2noc(N3CCC(C(=O)NCc4ccccc4Cl)CC3)n2)cc1,1.0,-7.7,-0.8,-2.9,2.2,101.0,0.2,98.9,1.1
Cc1cccc(NC(=O)NCc2ccc3[nH]c(C)cc3c2)c1,0.0,5.6,7.9,2.2,8.4,99.6,0.7,106.1,-1.0
Nc1nc(N)c2c(ccc3nccc32)[nH]1,0.0,20.3,3.0,-0.8,-5.8,111.8,3.8,106.3,-4.4
CCCNC(=O)NCCc1c(C)[nH]c2ccccc12,0.0,-1.4,10.5,-0.1,2.8,99.5,9.9,108.0,1.5
Cc1c(NC(=O)Nc2cccc(F)c2)c(=O)n(-c2ccccc2)n1C,5.0,-3.7,8.3,2.4,120.8*,99.7,2.7,98.8,-1.1
COc1ccc(-c2nn(-c3ccccc3)cc2/C=N/NC(=O)c2ccc(Br)o2)cc1,2.0,15.6,7.1,-33.4,4.0,88.6,4.3,87.4,-1.2
CC(C)c1ccc(O)c(NC(=S)NC(=O)c2cccnc2)c1,4.0,9.7,0.8,4.4,9.8,88.5,6.5,92.3,-1.1
CCCCNS(=O)(=O)c1ccc(NC(=O)Cc2ccc(OC)cc2)cc1,2.0,33.2,1.4,-0.2,3.6,94.4,-0.1,97.0,-0.2
Cc1cccc(N=Nc2c(O)[nH]c3ccc(Br)cc23)c1,1.0,-33.4,14.6,4.6,-5.8,105.1,4.0,101.7,-32.6*
O=C1c2ccccc2C(=O)N1CCCCSc1nc2ccccc2o1,2.0,-9.5,0.3,-4.6,0.9,95.1,-3.7,94.1,4.2
Cc1nnc(SC(C(=O)c2ccccc2)c2ccccc2)[nH]c1=O (stereo unspecified),2.0,4.7,4.8,-0.6,-0.9,106.5,1.6,110.2,0.5
O=C(CN1CCOCC1)Nc1scc2c1c(=O)oc1ccccc12,1.0,21.7,0.5,-2.2,3.4,85.9,0.5,95.8,-0.8
O=C(Cc1ccc(Br)cc1)N1CCOCC1,4.0,3.7,5.3,12.0,-4.9,95.9,11.9,91.6,-0.1
CCOc1ccc(-n2c(SCC(=O)Nc3nccs3)nnc2-c2ccoc2C)cc1,3.0,5.0,5.6,-5.4,7.5,108.1,-3.5,111.5,-1.1

# Taken from above (13 entries):
SMILES,GRK2 inh,VLA-4 inh,Bcl-xL primary,Fam108B counter,GLD-1 RNA inh,CIT2-GFP yeast,MCL1 BIM primary,AGP1-GFP MLPCN,MEX-5 binding
Cc1cc(C)n(C2CCCCC2OC(=O)c2ccccc2)n1 (stereo unspecified),2.0,31.6,3.0,-1.4,-1.4,97.0,12.1,103.8,-0.5
COc1ccc(-c2noc(N3CCC(C(=O)NCc4ccccc4Cl)CC3)n2)cc1,1.0,-7.7,-0.8,-2.9,2.2,101.0,0.2,98.9,1.1
Cc1cccc(NC(=O)NCc2ccc3[nH]c(C)cc3c2)c1,0.0,5.6,7.9,2.2,8.4,99.6,0.7,106.1,-1.0
Nc1nc(N)c2c(ccc3nccc32)[nH]1,0.0,20.3,3.0,-0.8,-5.8,111.8,3.8,106.3,-4.4
CCCNC(=O)NCCc1c(C)[nH]c2ccccc12,0.0,-1.4,10.5,-0.1,2.8,99.5,9.9,108.0,1.5
Cc1c(NC(=O)Nc2cccc(F)c2)c(=O)n(-c2ccccc2)n1C,5.0,-3.7,8.3,2.4,120.8*,99.7,2.7,98.8,-1.1
COc1ccc(-c2nn(-c3ccccc3)cc2/C=N/NC(=O)c2ccc(Br)o2)cc1,2.0,15.6,7.1,-33.4,4.0,88.6,4.3,87.4,-1.2
CC(C)c1ccc(O)c(NC(=S)NC(=O)c2cccnc2)c1,4.0,9.7,0.8,4.4,9.8,88.5,6.5,92.3,-1.1
CCCCNS(=O)(=O)c1ccc(NC(=O)Cc2ccc(OC)cc2)cc1,2.0,33.2,1.4,-0.2,3.6,94.4,-0.1,97.0,-0.2
Cc1cccc(N=Nc2c(O)[nH]c3ccc(Br)cc23)c1,1.0,-33.4,14.6,4.6,-5.8,105.1,4.0,101.7,-32.6*
O=C1c2ccccc2C(=O)N1CCCCSc1nc2ccccc2o1,2.0,-9.5,0.3,-4.6,0.9,95.1,-3.7,94.1,4.2
Cc1nnc(SC(C(=O)c2ccccc2)c2ccccc2)[nH]c1=O (stereo unspecified),2.0,4.7,4.8,-0.6,-0.9,106.5,1.6,110.2,0.5
O=C(CN1CCOCC1)Nc1scc2c1c(=O)oc1ccccc12,1.0,21.7,0.5,-2.2,3.4,85.9,0.5,95.8,-0.8

# The results go on:
SMILES,GRK2 inh,VLA-4 inh,Bcl-xL primary,Fam108B counter,GLD-1 RNA inh,CIT2-GFP yeast,MCL1 BIM primary,AGP1-GFP MLPCN,MEX-5 binding
CSc1ccc(S(=O)(=O)N2CCC(C(=O)Nc3ccccc3C(F)(F)F)CC2)cc1,2.0,8.2,8.8,2.5,6.5,105.2,2.2,111.3,-2.6
O=c1[nH]n(-c2ccc(Cl)cc2)c(=O)c(Cl)c1Cl,0.0,-6.8,-5.9,4.5,-1.5,105.4,-6.2,105.4,3.2
CC1CC(C)CN(C(=O)CSc2nc3ccsc3c(=O)n2Cc2ccccn2)C1 (stereo unspecified),2.0,2.3,3.4,1.1,2.3,105.8,1.7,99.4,0.3
CN(C)c1ccc(/C=N/Nc2cc(N3CCOCC3)nc(N3CCOCC3)n2)cc1,1.0,11.3,-4.5,5.9,-2.3,98.8,-10.2,98.5,0.5
O=C(COc1ccc(Cl)cc1)NNC(=O)C(=O)N1CCCCC1,0.0,0.0,-1.1,5.7,-6.9,125.0,0.2,119.8,-1.9
CC1(C)CCN(Cc2ccccc2)C1CC#N (stereo unspecified),0.0,49.4,1.9,-2.1,0.6,93.2,-1.6,103.8,-1.8
Cc1ccc(Nc2cccc(C(F)(F)F)c2)nn1,1.0,8.3,4.5,1.8,3.4,95.9,8.0,96.8,-2.2
Cc1ccc2c(CN3CC(C)CC(C)C3)cc(=O)oc2c1C (stereo unspecified),1.0,3.5,6.2,7.3,4.5,97.5,3.8,94.3,3.0
Cc1ccnc(NC(=O)CCC(=O)N(CC(=O)NC2CCCCC2)Cc2cccs2)c1,1.0,3.3,4.9,2.2,-6.2,95.7,2.9,99.5,-4.4
CCOc1ccc(CCNC(=O)C(C)n2nc(C)n3c(cc4occc43)c2=O)cc1OCC (stereo unspecified),0.0,-8.8,2.9,5.8,-3.2,98.6,-2.0,102.8,0.6
CC(NC(=O)c1cc2ccccc2oc1=O)c1ccc(O)cc1 (stereo unspecified),0.0,-17.8,0.0,-0.1,0.5,105.7,-1.4,104.6,0.7
Nc1nc(N)c(Cc2ccc(Cl)cc2Cl)c(N)n1,0.0,5.8,-5.8,1.2,-4.9,96.3,1.3,95.4,-1.7
COC(=O)CNC(=O)CN1C(=O)N(c2ccccc2)C(N(O)C(=O)Nc2ccccc2)C1(C)C (stereo unspecified),4.0,-6.6,6.2,2.2,6.2,98.1,0.2,95.9,-0.9
CCOC(=O)C1=C(c2ccccc2)N=c2s/c(=C\c3cc(OC)c(OC)c(OC)c3)c(=O)n2C1c1cccs1 (stereo unspecified),12.0,-24.9,35.2*,-5.2,4.2,100.0,27.1,95.9,-9.3
COc1cc2c(cc1OC)CN(C(=O)/C=C/c1ccc(F)cc1)CC2,0.0,2.2,6.5,-2.6,7.8,86.7,0.9,94.0,2.9
COc1ccccc1OCC(=O)O/N=C(\N)c1ccccn1,0.0,-4.7,0.2,-3.0,-4.5,68.3,1.1,78.0,-0.3
COc1ccc(C(=O)N2CCC(=O)N(C(CO)Cc3ccccc3)CC2)cc1 (stereo unspecified),1.0,5.7,7.5,-2.3,6.0,107.1,1.2,94.9,5.2
NNC(=O)c1cccc(COc2ccc(Br)cc2)c1,0.0,13.9,-1.7,-7.8,2.6,93.3,3.5,102.4,0.4
COC(=O)c1sccc1NC(=O)/C=C/C(=O)O,1.0,-3.0,5.8,0.2,2.0,105.7,12.2,108.5,1.3
CCCCN(C)C(=O)C1CCN(Cc2cccc(OCc3ccccc3)c2)CC1,0.0,15.8,4.8,-1.6,-4.0,99.2,-4.1,99.2,1.9
CCOC(=O)C(/C=C(\C#N)C(=O)OCC)=C(/N)N1CCN(c2ccc(OC)cc2)CC1,5.0,14.6,5.7,4.9,3.6,100.5,-1.0,103.3,-1.6
CN(C)S(=O)(=O)c1ccc(C(=O)Nc2ccc(CN3CCCC3)cc2)cc1,1.0,8.4,2.4,1.0,-4.5,111.5,6.7,·,0.1
COc1ccc(-c2nc(-c3cccc([N+](=O)[O-])c3O)cc(=O)o2)cc1OC,0.0,-19.3,0.5,5.4,-18.8,110.4,-7.3,108.7,0.0
Oc1cccc(/C=N/N2CCN(c3ccccn3)CC2)c1,0.0,-12.3,7.7,-0.4,1.2,99.4,-1.3,103.4,-0.1
CN(C)S(=O)(=O)n1cc(/C=C(\NC(=O)c2ccccc2F)C(=O)N2CCCC2)c2ccccc21,6.0,-1.0,1.6,6.1,10.8,111.8,2.1,111.8,1.7
CCOc1ccccc1NC(=O)COC(=O)C1CC1,0.0,8.1,0.4,-2.7,-2.0,108.5,-6.8,101.7,-1.5
C=CCn1c(SCC(=O)Nc2ccccc2C)nc2sc(C)c(C)c2c1=O,0.0,5.7,-9.2,-2.1,5.6,99.6,-8.6,96.0,0.7
COC(=O)c1sc(NC(=O)c2ccc(Cn3cc(Cl)cn3)o2)c(C#N)c1C,0.0,3.6,6.1,7.7,5.5,102.8,4.9,97.5,0.3
O=C(COC(=O)CCCN1C(=O)c2cccc3cccc(c23)C1=O)Nc1cccc(C(F)(F)F)c1,3.0,2.2,6.0,-17.1,1.9,90.8,-6.7,87.5,-0.1
CCc1cccc2c(C(=O)CSc3nnc(-c4ccncc4)n3C)c[nH]c12,0.0,-1.0,-5.2,-4.2,-0.5,102.0,-8.2,101.7,-3.9
CC(C)Nc1ccccc1,0.0,3.0,3.0,·,6.7,86.3,-2.8,97.2,·
COc1ccc2c(c1)CCc1c(C(=O)NCc3ccc(Cl)cc3)noc1-2,0.0,6.1,7.2,3.2,-6.3,106.3,8.7,97.7,2.9
O=C1CC2(CCCCC2)Oc2ccc(OCC(=O)N3CCOCC3)cc21,0.0,3.7,6.9,-0.4,0.2,93.8,6.6,96.9,-1.8
